TSHR antagonist: Antagonists of the Thyroid Stimulating Hormone Receptor: HTS campaign | activity change, negative = inhibition, % at 11.5 µM | AID 504810, 2011 | hit rate 0.2% among 330,000 | TSHR-expressing cells, TSH-stimulated cAMP HTRF, 2 h; hits give low values | Thyrotropin receptor (Homo sapiens), P16473;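 active = activity change below a set negative limit, meaning inhibition stronger than a set level, cut at about -70% in these data; inconclusive = activity change between two set negative limits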; note: % is set by controls: 0 for no effect and ±100 for the full control effect
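TSHR-expressing cells were treated with compounds, then stimulated with TSH at EC80 (4nM final) for 2 hours at 37 deg C. Cellular cAMP was measured by HTRF competition between lysate cAMP and cAMP-d2 for a cryptate-labelled anti-cAMP antibody.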
TCR activator: Activators of T cell receptors: qHTS campaign. primary human leukocytes, anti-CD3, IL-2 HTRF, 48 h. Potency, µM (top dose mostly 9.22 µM), for inactives: top-dose activation of IL-2 secretion, actives largely listed as activators. 330,000 tested, under 10 active. AID 504894, 2011; note: % of control where 0% means no effect
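Primary human leukocytes receive a-CD3 beads and test compound and are incubated 48 hr. Secreted IL-2 is then assayed by HTRF, measuring 665nm acceptor emission after 320nm excitation of the europium donor.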
uPA surface inh: qHTS for Inhibitors of Cell Surface uPA Generation | cell surface uPA generation assay, qHTS | hit rate 0.31% among 330,000 | AID 540303, 2011 | Potency, µM (series often up to 38.3 µM), for the others: at the top dose activity change, negative = inhibition, usual class: inhibitors; active = well fitted inhibition curve with a large enough effect; inconclusive = small, poorly fitted or top-dose-only effect; inactive = no such curve, though single readings can be large or run the other way; tested in mouse RAW 264.7 cells; note: potency is the fitted concentration of half-maximal effect; % is set by controls: 0 for no effect and ±100 for the full control effect; nearly all actives have a fitted effect of over 55% in size
B2AR arrestin: qHTS assay of beta-arrestin-biased ligands of beta2-adrenergic receptor; Beta-2 adrenergic receptor (Homo sapiens), P07550; beta-arrestin recruitment to beta2AR, cell-based reporter; Potency, µM (top dose mostly 46.1 µM), inactives show at the top dose activation, hits mostly activators; hit rate 0.02% among 330,000; AID 492947, 2010;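 note: potency is the fitted concentration of half-maximal effect; 0% = DMSO controls and full agonism = EC100 isoproterenol or metaproterenol; nearly all actives have a fitted effect of over 65% in size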
TSG101-PTAP inh: qHTS Assay for Iinhibitors of HIV-1 Budding by Blocking the Interaction of PTAP/TSG101 | Potency, µM (series often up to 115 µM), for the others: top-dose activity change, negative = inhibition, usual class: inhibitors | Fluorescence polarization, FITC-PTAP peptide / Tsg101 binding | 340,000 tested, under 10 active | Tumor susceptibility gene 101 protein (Homo sapiens), Q99816; active = well fitted inhibition curve with a large enough effect in the main read-out, with a control signal flat, not every such curve was filed as active; inconclusive = small, poorly fitted or top-dose-only effect, or effect the other way, or a change in a side signal; inactive = no such curve, though single readings can be large or run the other way; note: potency is the fitted concentration of half-maximal effect; % of control where 0% means no effect
Target sequence (Q99816 whole entry, looked up): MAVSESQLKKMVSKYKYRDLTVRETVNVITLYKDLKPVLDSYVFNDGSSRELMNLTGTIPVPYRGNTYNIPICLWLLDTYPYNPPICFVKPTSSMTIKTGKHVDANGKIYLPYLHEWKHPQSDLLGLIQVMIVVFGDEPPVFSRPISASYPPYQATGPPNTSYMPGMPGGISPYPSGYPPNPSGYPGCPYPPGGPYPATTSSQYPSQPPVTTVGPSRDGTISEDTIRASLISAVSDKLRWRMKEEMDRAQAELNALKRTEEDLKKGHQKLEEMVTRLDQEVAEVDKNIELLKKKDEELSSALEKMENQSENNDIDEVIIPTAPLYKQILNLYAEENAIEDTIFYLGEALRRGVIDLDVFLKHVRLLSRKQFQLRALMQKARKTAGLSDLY
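Tsg101 binding domain (10 uM final) was mixed with compound and a FITC-labeled PTAP peptide (50 nM final) in HEPES pH 7.5 buffer with NaCl, Tween 20, EDTA and TCEP; fluorescence polarization was read after 20 min at r.t.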
BCR signal inh: qHTS Assay to Find Inhibitors of Chronic Active B-Cell Receptor Signaling; ABC-DLBCL IkBa-CBG/CBR reporter, luminescence ratio, 4 h; Potency, µM (doses to about 46.1 µM), without a hit: at the top dose ratio change, negative = lower green/red ratio, usual class: inhibitors; hit rate 0.05% among 340,000; active = well fitted inhibition curve with a large enough effect in the signal ratio, with a control signal flat, not every such curve was filed as active; inconclusive = small, poorly fitted or top-dose-only effect, or effect the other way, or a change in a side signal; the % refers to the signal ratio;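 note: potency is the fitted concentration of half-maximal effect; plate controls were basal doxycycline-induced cells for no effect and cells given 10 µM MG132 for full effect; MG132 reads +100%, hits lower the ratio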
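Concentration-response series (up to 46 uM) were applied to TMD8 dual-reporter cells for 4 h at 37C with doxycycline. Green/red ratio, after filter-overlap correction, defined %Activity; red signal alone was normalised to basal cells and zero luminescence.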
Eya2 phos inh: qHTS Assay for Inhibitors of the Phosphatase Activity of Eya2; Protein phosphatase EYA2 (Homo sapiens), O00167; recombinant Eya2, OMFP fluorescence dephosphorylation (OMFP is methylfluorescein phosphate); Potency, µM (titrated, usually from 76.9 µM), without a hit: top-dose activity, negative = inhibition, usual class: inhibitors; hit rate 0.006% among 330,000; AID 488837, 2010; note: potency is the fitted concentration of half-maximal effect; % is set by controls: 0 for no effect and ±100 for the full control effect
Target sequence (O00167 whole entry, looked up): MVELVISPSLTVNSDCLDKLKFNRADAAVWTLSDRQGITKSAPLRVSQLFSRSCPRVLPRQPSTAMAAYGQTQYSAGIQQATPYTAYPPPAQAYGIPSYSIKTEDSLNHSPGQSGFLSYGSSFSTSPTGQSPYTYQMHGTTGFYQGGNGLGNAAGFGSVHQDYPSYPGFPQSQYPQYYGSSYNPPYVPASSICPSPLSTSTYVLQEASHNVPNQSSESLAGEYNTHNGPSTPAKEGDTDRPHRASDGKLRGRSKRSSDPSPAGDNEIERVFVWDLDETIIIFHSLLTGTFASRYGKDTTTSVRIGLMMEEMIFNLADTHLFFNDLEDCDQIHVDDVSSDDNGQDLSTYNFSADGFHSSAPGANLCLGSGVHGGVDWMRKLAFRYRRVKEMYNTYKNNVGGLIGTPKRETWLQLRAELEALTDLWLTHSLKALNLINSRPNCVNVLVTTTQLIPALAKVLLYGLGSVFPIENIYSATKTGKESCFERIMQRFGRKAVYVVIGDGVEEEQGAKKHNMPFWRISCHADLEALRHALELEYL
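Eya2 (0.2 uM) preincubated 10 min at ambient with compound, then OMFP substrate added at 50 uM; 10 min reaction in 50 mM HEPES pH 7.5, 50 mM NaCl, 5 uM MgCl2, 0.05% BSA, 1 mM DTT. Fluorescence read at Ex 485/Em 525 nm.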
USP2a block: qHTS Assay for Inhibitors of Ubiquitin-specific Protease USP2a Using CHOP2 as the Reporter. Potency, µM (titrated, usually from 38.3 µM), for the others: at the top dose activity change, negative = inhibition, actives largely listed as inhibitors. USP2 core, Ub-CHOP2 coupled fluorogenic reporter, 485/531. hit rate 0.01% among 330,000. Ubiquitin carboxyl-terminal hydrolase 2 (Homo sapiens), O75604. AID 463254, 2010;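 note: potency is the fitted concentration of half-maximal effect; plate controls were DMSO wells for no effect and full inhibition by NEM control for full effect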
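Deubiquitinase activity read as fluorescence (485/531 nm) after Ub-CHOP2 cleavage activates the enterokinase reporter on its substrate; USP2 core 10nM, Ub-CHOP2 and substrate 25nM each, 30min compound preincubation then 60min RT; data normalized to NEM, curves fitted.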
Tb PFK inh: qHTS Assay to Find Inhibitors of T. brucei phosphofructokinase; AID 485367, 2010; ATP-dependent 6-phosphofructokinase (Trypanosoma brucei brucei), O15648; T. brucei PFK, ADP-Glo luminescence; Potency, µM (titrated, usually from 57.5 µM), for inactives: at the highest dose activity, negative = inhibition, actives largely listed as inhibitors; hit rate 0.17% among 330,000;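 note: potency is the fitted concentration of half-maximal effect; 0% = uninhibited 1x PFK enzyme wells and -100% = no-enzyme wells; nearly all actives have a fitted effect of over 60% in size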
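Activity is normalized to no-enzyme wells (full inhibition) and 1.25 nM enzyme wells (no inhibition). Reaction: 0.5 mM F6P, 0.1 mM ATP, 45 min RT, ADP-Glo luminescence; concentration-response curves fitted and classed by quality.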
ELG1 DNA repair: qHTS screen for small molecules that inhibit ELG1-dependent DNA repair in human embryonic kidney (HEK293T) cells expressing luciferase-tagged ELG1; hit rate 2.3% among 330,000; AID 504467, 2011; Potency, µM (top dose mostly 46.1 µM), for the others: at the top dose activity change, negative = inhibition, usual class: inhibitors; HEK293T ELG1-luciferase reporter, luminescence, 16 h; DNA damage induced by 5-fluorouridine; note: potency is the fitted concentration of half-maximal effect; % is set by controls: 0 for no effect and ±100 for the full control effect; nearly all actives have a fitted effect of over 55% in size
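DMSO vehicle served as the neutral condition. Each well held 2,000 cells given 5-fluorouridine plus compound; after 16 hr at 37 °C/5% CO2, ONE-Glo was added and luciferase measured 30 min later.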
Mito fusion act: qHTS Assay for Small Molecule Inhibitors of Mitochondrial Division or Activators of Mitochondrial Fusion; S. cerevisiae fusion-defective mutant growth rescue, CellTiterGlo 48 h; hit rate 0.23% among 320,000; Potency, µM (highest dose often 46.1 µM), inactives show at the top dose growth rescue (activation), most hits filed as activators;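 note: potency is the fitted concentration of half-maximal effect; % of control where 0% means no effect; nearly all actives have a fitted effect of over 45% in size; temperature-sensitive fusion mutants such as fzo1-1 at 37 °C on non-fermentable ethanol glycerol medium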
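Read-out: ATP-based luminescence (CellTiterGlo, 10 min ambient) reporting growth of fusion-defective ts yeast after 48 hours at 37C on glycerol/ethanol YPEG medium in the presence of compound.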
Numbers without * were called inactive; ? = inconclusive; . = not tested or not shown; [ ] = dose if it differs, or a comment. Unless noted, calls come from the whole dose curve; as a rule, active = well fitted curve in the direction sought with a large enough effect; inconclusive = small, poorly fitted or top-dose-only effect, or another doubt; inactive = no such curve, though single readings can be large; an effect the other way counts as inactive or inconclusive.

SMILES | TSHR antagonist | TCR activator | uPA surface inh | B2AR arrestin | TSG101-PTAP inh | BCR signal inh | Eya2 phos inh | USP2a block | Tb PFK inh | ELG1 DNA repair | Mito fusion act
Cc1nc2c(C(=O)N3CCN(c4ccccn4)CC3)cnn2c(C)c1Cc1cccc(Cl)c1 | -7 | . | 8% | -0.1% | -1% | 3% | 15% | -2% | 1% | 4% | 15%
CN(C(=O)CCN1C(=O)c2ccccc2C1=O)C1CCCCC1 | 5 | 2% | 5% | -0.3% | -2% | 14% | -11% | 0% | -4% | 8% | -1%
O=C(O)C1CCN(C(=O)OCc2ccccc2)CC1 | -6 | -6% | 5% | -0.3% | -6% | ? | -7% | 2% | 3% | ? | -8%
N/C(=N\OC(=O)c1cc(-c2ccccc2)nc2ccccc12)c1cccnc1 | 41 | -1%[46.1 µM] | 0% | -0.6% | -1% | 2% | -2% | 0% | 2% | -25% | -3%
COc1cccc(C(=O)NCC(=O)NNc2ncnc(N)c2[N+](=O)[O-])c1 | 0 | 0% | 0% | -0.2% | -1% | -8% | -5% | 0% | -4% | -10% | 0%
CC(Oc1ccc(Cl)cc1)/C(N)=N/O (configuration not stated) | 1 | 0% | 6% | 0.0% | 0% | -1% | 9% | 0% | 11% | 0% | 0%
c1ccc(-c2oc3ncnc(NCCN4CCOCC4)c3c2-c2ccccc2)cc1 | -7 | 0% | -9% | -0.2% | -6% | ? | -37% | -11% | -1% | ? | 24%
Cc1ccc(NNC(=O)C(=O)N2CCCCC2)cc1 | 12 | 1%[46.1 µM] | 5% | -0.8% | 2% | 0% | -8% | 5% | 1% | 17% | ?
COc1ccc(OCC(O)CN2CCOCC2)cc1 (configuration not stated) | -3 | -1% | 7% | -0.5% | -6% | -1% | 5% | -2% | 3% | ? | -1%
COc1ccc(-n2c(C)nc3sc4c(c3c2=O)CCC4)cc1 | -12 | 3% | -3% | 0.1% | -6% | -13% | -3% | -1% | 9% | ? | 21%

Three neighbouring entries out of the list so far:
SMILES | TSHR antagonist | TCR activator | uPA surface inh | B2AR arrestin | TSG101-PTAP inh | BCR signal inh | Eya2 phos inh | USP2a block | Tb PFK inh | ELG1 DNA repair | Mito fusion act
Cc1ccc(NNC(=O)C(=O)N2CCCCC2)cc1 | 12 | 1%[46.1 µM] | 5% | -0.8% | 2% | 0% | -8% | 5% | 1% | 17% | ?
COc1ccc(OCC(O)CN2CCOCC2)cc1 (configuration not stated) | -3 | -1% | 7% | -0.5% | -6% | -1% | 5% | -2% | 3% | ? | -1%
COc1ccc(-n2c(C)nc3sc4c(c3c2=O)CCC4)cc1 | -12 | 3% | -3% | 0.1% | -6% | -13% | -3% | -1% | 9% | ? | 21%

The list goes on.
SMILES | TSHR antagonist | TCR activator | uPA surface inh | B2AR arrestin | TSG101-PTAP inh | BCR signal inh | Eya2 phos inh | USP2a block | Tb PFK inh | ELG1 DNA repair | Mito fusion act
CCN(CC)CCC(c1cc(OC)c(OC)c(OC)c1)c1c(OC)cc(OC)c2c(-c3ccccc3)cc(=O)oc12 (configuration not stated) | -1 | 0% | -25% | -0.7% | -5% | ? | 3% | 7% | -13% | ? | 26%
COc1cccc(C(c2sc3nc(C)nn3c2O)N2CCc3ccccc3C2)c1 (configuration not stated) | 3 | 1% | 2% | -1.9% | 1% | 1% | 15% | 0% | -9% | 4% | -1%
CCOC(=O)c1c(C)[nH]c(C(=O)N(C)Cc2cccc(OC)c2OC)c1C | 18 | -1% | -6% | -0.6% | -11% | -12% | -10% | 0% | -5% | 16µM* | 21%
CC(=O)c1ccc(S(=O)(=O)N2CCN(C(=O)CSc3ccc(F)cc3)CC2)cc1 | 17 | 3% | -2% | -0.1% | 1% | 3% | -2% | 1% | -1% | -2% | 16%
CSc1ccccc1OCc1cc(C(=O)NCCn2nc(C)cc2C)no1 | 3 | -5% | 16% | -0.2% | . | -14% | 1% | 2% | 1% | ? | -3%
CCOc1ccc(CCNC(=O)CCn2ccc3cc(S(=O)(=O)N4CCCC4)ccc32)cc1 | -1 | -6% | -1% | 0.5% | 1% | 9% | -9% | 0% | 1% | ? | -6%

Complete entries as entered above.
CC(=O)c1ccc(S(=O)(=O)N2CCN(C(=O)CSc3ccc(F)cc3)CC2)cc1 reads TSHR antagonist: 17; TCR activator: 3%; uPA surface inh: -2%; B2AR arrestin: -0.1%; TSG101-PTAP inh: 1%; BCR signal inh: 3%; Eya2 phos inh: -2%; USP2a block: 1%; Tb PFK inh: -1%; ELG1 DNA repair: -2%; Mito fusion act: 16%
COc1cccc(C(c2sc3nc(C)nn3c2O)N2CCc3ccccc3C2)c1 (configuration not stated) reads TSHR antagonist: 3; TCR activator: 1%; uPA surface inh: 2%; B2AR arrestin: -1.9%; TSG101-PTAP inh: 1%; BCR signal inh: 1%; Eya2 phos inh: 15%; USP2a block: 0%; Tb PFK inh: -9%; ELG1 DNA repair: 4%; Mito fusion act: -1%

Compound activity (PubChem)
